Bioassay records deposited in PubChem BioAssay by several laboratories.
OXTR agonist: human OXTR agonism; activation, % at 3 µM; CHO-OTR cells, Fluo-8 calcium fluorescence; normalized: DMSO 0%, oxytocin 100%; 0.32% of 320,000 active; P30559;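 active = activation above the mean of all tested compounds plus 3 SD, cutoff set per screening run, cut at about 20% in these data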;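 also: peak over basal fluorescence ratio from a 100 s FLIPR kinetic read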
V1aR counter: V1a receptor agonism, counter-screen for OXTR agonists; AID 2797; 0.25% of 320,000 active; activation, % at 3 µM; CHO-V1R cells, Fluo-8 calcium fluorescence, agonist mode; 0% DMSO, 100% 3 nM vasopressin;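 active = activation above the mean activation of all tested compounds plus 3 SD, per screening run, cut at about 20% in these data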;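 also: signal is peak over basal fluorescence ratio across a 100 second FLIPR read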
Target sequence (P37288 whole entry, looked up): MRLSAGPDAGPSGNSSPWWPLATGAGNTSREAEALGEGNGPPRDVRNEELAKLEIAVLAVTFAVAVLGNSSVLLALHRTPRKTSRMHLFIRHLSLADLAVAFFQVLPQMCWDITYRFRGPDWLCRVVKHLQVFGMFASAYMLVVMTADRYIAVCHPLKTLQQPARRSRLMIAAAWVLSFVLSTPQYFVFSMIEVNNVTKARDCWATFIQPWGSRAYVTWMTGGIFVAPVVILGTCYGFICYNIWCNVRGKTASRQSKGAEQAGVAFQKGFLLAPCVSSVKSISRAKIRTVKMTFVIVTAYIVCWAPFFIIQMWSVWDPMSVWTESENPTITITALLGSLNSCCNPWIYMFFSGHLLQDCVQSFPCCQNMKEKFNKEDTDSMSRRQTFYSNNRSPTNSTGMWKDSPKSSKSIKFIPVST
NALP1 yeast inh: NALP1 inhibition; S. cerevisiae NALP1/ASC/caspase-1 growth, X-gal OD620, 72 h; inhibition, % at 10 µM; 0.61% of 280,000 active; in the data active = inhibition mostly above about 24%, no sharp cut-off; inactive = mostly below about 32%; also: some compounds called inactive have numbers as strong as hits
OXTR potentiator: human OXTR potentiation; CHO-OTR cells, Fluo-8 calcium fluorescence, potentiator mode; 0% = oxytocin EC15, 100% = EC100; AID 2445; 0.061% of 320,000 active; activation, % at 3 µM; P30559;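 active = activation above that plate's cutoff, the mean activation of tested compounds plus 3 SD, cut at about 6.6% in these data, passing the limit was not always enough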;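 also: 100% uses oxytocin at 75 nM as the full agonist control; some results filed as inactive read as strong as hits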
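Assay system: CHO cell line stably expressing human OTR | Also added: Oxytocin at about EC15, sub-maximal agonist stimulus | Times: Compound 6 min at room temperature before oxytocin, 100 s read | Measured by: Fluo-8 intracellular calcium fluorescence, ex 470-495, em 515-575 nm | Controls: EC15 oxytocin alone as 0%, 75 nM oxytocin as 100%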
MEKK2wt PB1 HTS: raises or lowers MEK5 binding to wildtype human MEKK2 PB1 domain | bead flow cytometry, Alexa488-MEK5 binding to MEKK2 WT; actives lie on both sides | 1.1% of 290,000 active | AID 1531 | binding response (% of control), % at 10 µM; in the data active = binding response below about 67% or above about 130%
GPR7 antagonist: antagonists of human GPR7 (neuropeptides B/W receptor 1) | AID 1861 | 1.1% of 290,000 active | GPR7-expressing cells, fluorescence antagonist assay | inhibition, % at 4.4 µM | P48145; in the data active = inhibition above about 16%, passing the limit was not always enough;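 also: cells stimulated with the agonist NPW; 0% = agonist with vehicle and 100% = vehicle without agonist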
Target sequence (P48145 whole entry, looked up): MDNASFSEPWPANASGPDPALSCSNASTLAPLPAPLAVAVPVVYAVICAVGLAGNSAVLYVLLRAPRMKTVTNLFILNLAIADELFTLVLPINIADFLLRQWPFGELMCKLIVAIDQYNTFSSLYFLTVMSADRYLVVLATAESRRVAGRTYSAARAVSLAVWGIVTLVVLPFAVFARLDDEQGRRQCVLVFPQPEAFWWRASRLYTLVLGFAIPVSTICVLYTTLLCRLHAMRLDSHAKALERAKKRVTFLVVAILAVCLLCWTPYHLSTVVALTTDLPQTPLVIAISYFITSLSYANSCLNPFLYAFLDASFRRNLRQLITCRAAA
GalR3 antag: human GalR3 antagonism; 0.44% of 360,000 active; HEK293 GalR3-CNG cAMP membrane potential fluorescence; galR3 body fused to GalR1 C-terminus; inhibition, % at 3 µM; AID 651719; O60755;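 active = inhibition above the screen-wide average plus 3 SD, cut at about 13% in these data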;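 also: forskolin and galanin both at EC90 stimulate the cells; cAMP rise reported by CNG channel membrane potential dye signal; 0% = forskolin plus galanin with DMSO and 100% = forskolin alone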
Target sequence (O60755 1-299 limits assumed): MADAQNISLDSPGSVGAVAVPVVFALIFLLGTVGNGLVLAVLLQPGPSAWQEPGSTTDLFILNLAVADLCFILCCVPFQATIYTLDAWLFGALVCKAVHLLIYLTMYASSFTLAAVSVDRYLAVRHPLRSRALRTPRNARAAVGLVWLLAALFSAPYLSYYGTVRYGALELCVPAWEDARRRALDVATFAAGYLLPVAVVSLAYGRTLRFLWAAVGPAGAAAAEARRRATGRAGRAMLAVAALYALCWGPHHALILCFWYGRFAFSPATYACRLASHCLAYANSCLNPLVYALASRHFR
MEKK2mut PB1 HTS: signal of MEK5 binding to mutant human MEKK2 PB1 domain; percent response, % at 10 µM; bead flow cytometry, Alexa488-MEK5 binding to MEKK2 mutant; 0.35% of 290,000 active; AID 1530; in the data active = percent response above about 24%, passing the limit was not always enough; also: inactives centre near 1; some results filed as inactive read as strong as hits
M18AAP inhibitor: PfM18AAP enzyme inhibition; 1.2% of 290,000 active; inhibition, % at 7.35 µM; AID 1822; recombinant PfM18AAP, H-Glu-NHMec fluorogenic cleavage;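 active = inhibition above the campaign mean inhibition over all tested compounds plus 3 SD, cut at about 28% in these data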;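 also: 0% = plate median of test compound wells and 100% = 2 mM ZnCl2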
* hit, by the source's call; · = no result given.

SMILES | OXTR agonist | V1aR counter | NALP1 yeast inh | OXTR potentiator | MEKK2wt PB1 HTS | GPR7 antagonist | GalR3 antag | MEKK2mut PB1 HTS | M18AAP inhibitor
CC(C(=O)Nc1nnc(C2CC2)s1)N1C(=O)C2CC=CCC2C1=O (configuration not stated) | -0.5 | 0.6 | · | -6 | · | · | -7 | · | ·
CCC1CN(C(=O)NCc2ccccc2)c2cc(C)ccc2O1 (configuration not stated) | · | · | 4 | · | 103 | -4 | -9 | 5 | -4
O=C(c1cc(S(=O)(=O)N2CCCCC2)ccc1N1CCOCC1)N1CCN(Cc2ccccc2)CC1 | -0.8 | 1.1 | 8 | -13 | 95 | 4 | -8 | -11 | 2
CCC(C)N(C(=O)c1csnn1)C(C(=O)NCc1ccc(F)cc1)c1ccccc1 (configuration not stated) | 1.2 | 2.6 | 4 | -9 | 90 | -4 | -9 | -2 | 7
CC(=O)C1C(c2ccc(Cl)cc2)NC(=O)NC1(O)C(F)(F)F (configuration not stated) | -1.2 | 0.5 | 26 | -10 | 106 | -2 | 3 | 9 | -7
N#Cc1ccccc1NC(=O)CN1CCN(c2ccccn2)CC1 | -0.2 | 0.5 | 13 | -7 | 105 | -7 | -11 | 2 | 2
CCC(=O)NC(c1ccco1)c1cc(Cl)c2cccnc2c1O (configuration not stated) | -0.7 | 1.2 | 8 | 2 | 95 | -6 | -1 | 0 | 21
O=C(CC(=O)c1ccccc1)Nc1cc(C(F)(F)F)ccc1Cl | 0.7 | 0.0 | 8 | -9 | 91 | -8 | 2 | -2 | -12
CCCCn1nc(C(=O)Oc2ccc3c(C)cc(=O)oc3c2)c2ccccc2c1=O | -1.5 | 0.2 | 35 | -9 | 102 | -7 | 0 | 0 | 9
CCCCCCOc1cccc(N)c1 | -1.0 | -0.3 | 4 | -4 | 100 | -6 | -4 | -1 | 1
CCOC(=O)N1CCN(CC(=O)Nc2ccc(C)cc2)CC1 | -0.9 | 0.5 | · | 5 | 103 | 6 | -8 | 4 | -8
O=C(CNc1ccc2c(c1)OCO2)N/N=C\c1ccccc1Cl | -0.4 | 0.5 | 35 | -1 | 100 | -5 | 0 | -1 | 19
Cc1ccc(C(=O)NCC(=O)OCN2C(=O)c3ccccc3C2=O)cc1C | -0.9 | 0.8 | · | -1 | · | · | -5 | · | ·
COc1ccc(C(=O)COC(=O)[C@H](C)Nc2ccc(C(F)(F)F)cc2[N+](=O)[O-])cc1 | 0.7 | 1.0 | 12 | -1 | 106 | -7 | 7 | 7 | -3
O=C(CCC1=NS(=O)(=O)c2ccccc2N1)NC1CCCCCCC1 | -0.2 | -0.7 | 22 | -17 | 101 | -7 | -5 | 2 | 3

Reformatted: results already given.
CCCCn1nc(C(=O)Oc2ccc3c(C)cc(=O)oc3c2)c2ccccc2c1=O
  OXTR agonist: -1.5; V1aR counter: 0.2; NALP1 yeast inh: 35; OXTR potentiator: -9; MEKK2wt PB1 HTS: 102; GPR7 antagonist: -7; GalR3 antag: 0; MEKK2mut PB1 HTS: 0; M18AAP inhibitor: 9

CCCCCCOc1cccc(N)c1
  OXTR agonist: -1.0; V1aR counter: -0.3; NALP1 yeast inh: 4; OXTR potentiator: -4; MEKK2wt PB1 HTS: 100; GPR7 antagonist: -6; GalR3 antag: -4; MEKK2mut PB1 HTS: -1; M18AAP inhibitor: 1

CCOC(=O)N1CCN(CC(=O)Nc2ccc(C)cc2)CC1
  OXTR agonist: -0.9; V1aR counter: 0.5; NALP1 yeast inh: ·; OXTR potentiator: 5; MEKK2wt PB1 HTS: 103; GPR7 antagonist: 6; GalR3 antag: -8; MEKK2mut PB1 HTS: 4; M18AAP inhibitor: -8

Next part:
SMILES | OXTR agonist | V1aR counter | NALP1 yeast inh | OXTR potentiator | MEKK2wt PB1 HTS | GPR7 antagonist | GalR3 antag | MEKK2mut PB1 HTS | M18AAP inhibitor
CCCNC(=O)NC(=O)CSc1nnc(-c2ccncc2)n1CC | 0.2 | 1.1 | 7 | -12 | 108 | -7 | -1 | 4 | -5
Cc1cc(OC(=O)c2ccc(C(C)(C)C)cc2)c([N+](=O)[O-])c(=O)[nH]1 | 1.3 | 0.6 | 4 | -3 | 97 | 3 | -8 | -5 | 0
Cc1ccc(S(=O)(=O)NC(CC(C)C)C(=O)N2CCCCCCC2)cc1 (configuration not stated) | -2.2 | -1.7 | · | -14 | · | · | -4 | · | ·
O=S(=O)(NCC1CCCO1)c1ccc2c(c1)OCCO2 (configuration not stated) | -0.4 | 0.4 | -9 | -3 | 110 | 3 | -2 | 10 | 0
O=C(Nc1nnc(-c2ccc(Cl)cc2)o1)Nc1ccccc1F | -0.9 | 0.3 | · | -5 | 102 | -12 | -6 | 4 | -6
Cc1ccc(NC(=O)CSc2nnc(CNC(=O)c3cccs3)o2)c(C)c1 | 0.2 | 0.7 | 24 | 8 | 109 | -3 | 7 | 5 | -2
CCOc1c(Cl)cc(CNCC(O)c2ccccc2)cc1OC (configuration not stated) | 6.9 | 4.3 | 3 | -7 | 94 | 1 | -9 | -10 | -1
COc1cccc(NC(=O)CN(C)C(=O)c2c(C)nn(CC(C)C)c2Cl)c1 | -0.5 | -0.5 | · | -3 | · | · | -3 | · | ·
CCOc1ccccc1N1CCN(C(=O)CN2C(=O)NC3(CCCC3)C2=O)CC1 | 0.0 | 0.2 | · | -4 | · | · | -3 | · | ·
Cc1cc(C)c(OCCOCCN2CCCC2)c(C)c1 | 0.3 | 0.7 | · | -4 | · | · | -7 | · | ·
CC1CCCCC12NC(=O)N(CC(=O)Nc1ccc3[nH]c(=O)[nH]c3c1)C2=O (configuration not stated) | 0.7 | 1.2 | · | -1 | · | · | -2 | · | ·
COc1cccc(CN2CC(C(=O)N3CCCCCCC3)CCC2=O)c1 (configuration not stated) | 1.4 | 0.9 | 4 | 2 | 102 | -4 | 0 | 2 | 0
O=C(COC(=O)c1ccc(Cl)nc1)Nc1ccc2c(c1)CCC2 | -1.9 | 0.1 | · | 0 | · | · | -7 | · | ·
CCCCCc1nnc(NC(=O)c2ccc(N3CCCC3=O)cc2)s1 | 0.0 | 0.0 | · | -7 | · | · | -2 | · | ·
COc1ccccc1OCC(=O)Nc1ccc(Cl)cc1 | -1.6 | -1.3 | 3 | -5 | 105 | 4 | -4 | -2 | 1
O=C(O)[C@@H]1Cc2ccccc2N1 | -0.1 | 0.9 | 32 | 1 | 92 | -11 | -1 | -9 | 8
Clc1ccc(OCc2nn3c(C4CCCCC4)nnc3s2)c(Cl)c1 | 0.6 | 0.8 | 14 | -2 | 97 | 4 | -2 | -4 | -2
CN(C1CCCCC1)S(=O)(=O)c1ccc(NC(=S)NC(=O)c2cccs2)cc1 | 0.0 | -0.3 | 6 | -9 | 101 | 7 | -6 | 2 | 0
Cc1ccc(S(=O)(=O)N2CCC(=O)N(CCOCc3cccc(F)c3)CC2)cc1 | 5.7 | 1.4 | 24 | -7 | 98 | -5 | -7 | 3 | -9
CN(C)CCNC(=O)COc1cccc2c1OC(C)(C)C2 | 1.2 | 0.0 | 6 | 5 | 109 | -5 | 0 | 8 | -6
COc1ccc(OC)c(/C=C/C(=O)NCCc2nc3ccccc3[nH]2)c1 | -0.7 | -0.1 | 10 | -4 | 82 | -15 | -1 | -27 | -16
O=S(=O)(c1ccccc1)N1N=C(c2ccccc2)CC1c1ccco1 (configuration not stated) | -1.3 | 0.4 | 13 | -6 | 87 | -3 | · | -11 | -10
c1ccc(C2=NNC(c3ccccn3)=NN2)nc1 | 0.3 | 2.2 | 0 | -12 | 100 | 15 | -8 | 0 | 17
O=C(C1CCCN1S(=O)(=O)c1ccc(Cl)cc1)N1CCOCC1 (configuration not stated) | 0.6 | 0.2 | 12 | 3 | 96 | -15 | -1 | -1 | 4
COc1ccc(CCC(C)N(C)Cc2ccccc2)cc1 (configuration not stated) | -0.3 | 1.3 | 30* | -10 | 105 | -6 | -11 | 4 | 2
CCc1nc(C)cn1S(=O)(=O)c1cc([N+](=O)[O-])ccc1Cl | -0.9 | 0.0 | 5 | -4 | 101 | 2 | -3 | -2 | -14
CC(=O)N1c2ccc(S(=O)(=O)N3CCC(C(=O)N4CCN(c5ccc(Cl)cc5)CC4)CC3)cc2CC1C (configuration not stated) | 4.0 | 10 | 2 | -12 | 104 | -5 | -8 | 4 | 4
COc1cccc(CNC(=O)Cn2nc(C)c3c(C)n(-c4ccc(C)cc4)nc3c2=O)c1OC | -3.0 | -1.5 | -1 | 5 | 102 | -17 | -10 | 6 | 0
Cn1c(=O)c2[nH]c(N3CCCCC3)nc2n(C)c1=O | 0.8 | 0.4 | 16 | -15 | 98 | 4 | -8 | 7 | 5
CN(CCOC(=O)c1cccc(F)c1)Cc1ccccc1 | -1.6 | -0.5 | 28 | 1 | 101 | 4 | -3 | -1 | -7
Cc1c(NC(=O)OCc2ccccc2)c(=O)n(-c2ccccc2)n1C | -0.2 | 0.8 | -7 | -10 | 112 | -2 | -4 | 14 | 4
Cc1ccc(SCC(=O)N2CCN(S(=O)(=O)c3cccs3)CC2)cc1 | -0.6 | 0.8 | · | 1 | · | · | -4 | · | ·
CC(Cl)C(=O)Nc1ncc(C(F)(F)F)cc1Cl (configuration not stated) | -0.8 | 0.1 | 22 | 2 | 102 | -8 | -3 | 5 | 0
O=C(CS(=O)(=O)Cc1ccccc1)NCc1ccccc1Cl | -0.2 | 0.0 | 9 | -6 | 107 | -5 | 1 | 4 | -3
COc1ccc(C2c3c(ccc4ccccc34)Oc3ncn4nc(-c5ccco5)nc4c32)cc1OC (configuration not stated) | 0.0 | 0.5 | 11 | -1 | 93 | -2 | -3 | -1 | 6
CC(SC1=NCCN1S(=O)(=O)c1ccccc1)c1ccccc1 (configuration not stated) | -0.2 | 1.0 | 4 | -7 | 107 | -18 | 0 | 9 | 2
COCCNC(=O)COc1ccc(Oc2ccccc2)cc1 | 2.3 | 3.1 | 4 | -11 | 104 | -11 | 0 | 1 | 4
CCCOc1ccc(C(CC(=O)O)NC(=O)c2cccs2)cc1 (configuration not stated) | 1.1 | -0.6 | 10 | 2 | 106 | -7 | -8 | 6 | -3
CCOC(=O)C1C(c2ccc(O)c(OCC)c2)NC(=S)NC1(O)C(F)(F)F (configuration not stated) | -0.1 | 0.6 | 11 | -7 | 102 | 4 | 2 | 2 | -2
COc1cccc(/C=C2/SC(=S)N(CCCC(=O)Nc3ccc(O)cc3)C2=O)c1 | 1.7 | 9.3 | 21 | -17 | 102 | -19 | 0 | 9 | -6
O=C1CC2(CCCC2)Oc2ccc(Cl)cc21 | 0.5 | 1.1 | · | 1 | 109 | · | -2 | 5 | ·
O=C(CSC1CC(=O)N(c2ccc(C(=O)O)cc2)C1=O)Nc1ccc2ccccc2c1 (configuration not stated) | -0.2 | -0.2 | -6 | -7 | 91 | 5 | -4 | -9 | -36
CC(C(=O)Nc1ccc2c(c1)OCCO2)N1Cc2ccccc2C1=O (configuration not stated) | -0.4 | -0.7 | 24 | -3 | 103 | -14 | 1 | 0 | -13
CCC1CCCCN1Cc1c(O)ccc2c(=O)c(-c3ccccc3OC)coc12 (configuration not stated) | 0.0 | -0.7 | · | -11 | · | · | -4 | · | ·
Cc1ccc(C)c(NC(CC(=O)c2ccccc2)C(=O)OCC(=O)c2cccs2)c1 (configuration not stated) | -0.2 | 0.5 | 23 | 1 | 114 | -6 | 2 | 7 | -6
O=C(NC1CCCC1)c1ccc(COc2ccccc2Br)o1 | -0.6 | 1.2 | 12 | -2 | 106 | -10 | -2 | 8 | 2

This is a random part of the collection; any-hit rate near 4.1%.
